Bioassay records: PubChem BioAssay, Sanford-Burnham Center for Chemical Genomics
CCR6 antag: antagonists of human CCR6 receptor | P51684 | CHO-K1 CCR6 PathHunter beta-arrestin, luminescence, CCL20-stimulated | inhibition, % at 20 µM | 340,000 compounds, 0.49% hits;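 active = compounds whose inhibition of the agonist-driven luminescence signal at 20 µM reaches about 50%, limit read from the data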;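 note: cells stimulated with CCL20 at 14 nM final; plate controls were DMSO with CCL20 for no effect and DMSO without agonist for full effect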
Target sequence (P51684 whole entry, looked up): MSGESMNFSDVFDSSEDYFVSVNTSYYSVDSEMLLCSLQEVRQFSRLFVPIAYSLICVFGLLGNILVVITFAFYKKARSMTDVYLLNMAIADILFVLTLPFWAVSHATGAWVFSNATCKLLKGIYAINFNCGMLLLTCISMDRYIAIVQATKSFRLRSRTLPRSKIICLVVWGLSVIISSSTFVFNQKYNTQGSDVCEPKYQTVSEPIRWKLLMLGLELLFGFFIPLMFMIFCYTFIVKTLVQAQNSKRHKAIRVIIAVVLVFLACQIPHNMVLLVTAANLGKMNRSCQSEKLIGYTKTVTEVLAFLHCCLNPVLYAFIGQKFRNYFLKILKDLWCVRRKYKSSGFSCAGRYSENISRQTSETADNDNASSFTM
MPTP block: permeability transition pore inhibition. 360,000 compounds, 1.4% hits. AID 602449. isolated mouse mitochondria, Ca2+ swelling absorbance, 30 min. inhibition, % at 10 µM;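 active = inhibition of 50% or more, scaled per plate between neutral and stimulator controls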;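 note: 0% = DMSO wells given calcium and 100% = 1 mM EGTA wells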
EBI2 block: antagonists of human EBI2 receptor. EBI2 beta-arrestin recruitment, luminescence, 7a,25-OHC stimulated. 360,000 compounds, 0.81% hits. AID 651636. P32249. inhibition, % at 5 µM; in the data active = inhibition above about 38%;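 note: enzyme fragment complementation signal reports receptor beta-arrestin coupling in cells; 0% = agonist plus DMSO wells and 100% = wells without agonist; some results beyond the cut were filed as inactive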
CXCR6 block: CXCR6 (human) receptor inhibition. inhibition, % at 20 µM. O00574. CHO-K1 PathHunter CXCR6 beta-arrestin, luminescence. 360,000 compounds, 0.36% hits; in the data active = inhibition above about 34%, passing the limit was not always enough;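 note: antagonist mode with CXCL16 agonist at 10 nM final; 0% = 10 nM CXCL16 with DMSO and 100% = unstimulated wells without agonist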
Target sequence (O00574 whole entry, looked up): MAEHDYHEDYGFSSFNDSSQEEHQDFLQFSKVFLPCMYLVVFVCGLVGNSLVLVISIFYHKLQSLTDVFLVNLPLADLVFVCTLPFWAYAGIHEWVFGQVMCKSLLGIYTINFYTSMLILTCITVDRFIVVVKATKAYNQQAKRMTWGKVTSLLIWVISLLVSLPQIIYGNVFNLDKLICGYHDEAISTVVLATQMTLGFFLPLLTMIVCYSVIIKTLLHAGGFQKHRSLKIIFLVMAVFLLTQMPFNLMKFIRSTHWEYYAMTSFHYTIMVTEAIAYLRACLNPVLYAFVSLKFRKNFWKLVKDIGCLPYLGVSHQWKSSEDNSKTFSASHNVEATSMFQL
APOBEC3G inh: inhibitors of human APOBEC3G DNA deaminase; AID 493012; Q9HC16; 330,000 compounds, 0.28% hits; inhibition, % at 20 µM; recombinant A3G, ssDNA deamination FAM/TAMRA fluorescence;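 active = inhibition of at least 40% at 20 µM, with no more than 30% in the related APOBEC3A deaminase screen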;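 note: plate controls were DMSO wells with A3G for no effect and wells lacking A3G enzyme for full effect; some compounds called inactive have numbers as strong as hits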
GRIN3A LBD mod: modulators (binders) of human NR3A ligand-binding domain; NR3A LBD differential scanning fluorimetry, Tm shift; 0% = protein alone, 100% = glycine-bound protein; Tm shift relative to glycine control, % at 25 µM; 340,000 compounds, 2.5% hits; AID 1259313;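 active = melting temperature shift of at least 10% of the positive control shift, at one fixed dose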
Gli-Sufu block: blocks Gli-Sufu signaling in a luciferase reporter; Sufu-KO-LIGHT fibroblasts, Gli luciferase reporter luminescence; inhibition, % at 5 µM; 340,000 compounds, 0.74% hits; AID 588413;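 active = inhibition above about 55%, limit read from the data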;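 note: 0% = DMSO-treated cells and 100% = wells with medium but no cells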
A3A deaminase: inhibitors of human APOBEC3A DNA deaminase. recombinant A3A, FAM/TAMRA ssDNA deamination fluorescence. inhibition, % at 20 µM. 330,000 compounds, 0.41% hits. AID 493011;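 active = at least 40% inhibition at 20 µM here, with at most 30% in a related deaminase screen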;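 note: plate controls were A3A with DMSO for no effect and wells lacking A3A enzyme for full effect; some results filed as inactive read as strong as hits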
Target sequence (P31941 whole entry, looked up): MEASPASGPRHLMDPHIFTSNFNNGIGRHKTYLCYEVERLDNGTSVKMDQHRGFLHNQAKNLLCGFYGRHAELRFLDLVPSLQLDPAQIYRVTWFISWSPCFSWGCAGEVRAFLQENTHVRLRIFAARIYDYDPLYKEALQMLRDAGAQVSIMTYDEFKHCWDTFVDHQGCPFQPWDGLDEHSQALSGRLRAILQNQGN
Active calls of the source: *; . = not tested or not shown.

SMILES | CCR6 antag | MPTP block | EBI2 block | CXCR6 block | APOBEC3G inh | GRIN3A LBD mod | Gli-Sufu block | A3A deaminase
C/C(=N\NC(=O)C1CCCC1)c1ccc(Cl)cc1 | 1 | -0.7 | 8 | 2 | -8 | -1 | -10 | 2
Cc1ccc(NC(=O)CCCN2C(=O)c3cccc4cccc(c34)C2=O)cc1 | -5 | 0.7 | 0 | -5 | 0 | 2 | 3 | -2
Oc1ccc(-c2nncn2-c2ccccc2)cc1 | 18 | -0.2 | -8 | -6 | -12 | -3 | -5 | -2
COc1ccccc1N1CCN(C(=O)C(C)NC(=O)c2ccco2)CC1 (centres undefined) | 9 | 0.4 | -16 | 1 | -1 | -1 | -2 | -1
O=C(/C=C/c1ccc([N+](=O)[O-])cc1)N1CCN(Cc2ccccc2)CC1 | -24 | 0.0 | 90* | -10 | -1 | -1 | 14 | -6
O=C(Nc1ccc(CN2CCOCC2)cc1)c1ccc(Br)o1 | 5 | 0.3 | 3 | -10 | -8 | 0 | -41 | 0
CCOc1ccc(N(CC(=O)NC(C)(C)C)S(=O)(=O)c2c(C)noc2C)cc1 | 9 | -0.2 | -7 | -2 | 4 | -1 | 1 | 1
CCCCc1ccc(NC(=S)NCCc2ccc(F)cc2)cc1 | 21 | 82* | 35 | 2 | -4 | 10 | -10 | -4
O=C1/C(=C/c2cccs2)NC(=S)N1C1CC1 | 15 | 2.7 | -2 | 13 | -9 | 8 | 13 | 0
Cc1ccc(S(=O)(=O)N2CCN(C(=O)c3cc4c(s3)CCCC4)CC2)cc1 | 29 | -1.7 | 12 | 3 | -6 | -1 | 7 | 1
COc1cccc(NC(=S)N(CCN(C)C)C(C)c2ccncc2)c1 (centres undefined) | 8 | 0.8 | -2 | 3 | -3 | 2 | 4 | 2
Cc1csc(CN(C)C(=O)C2CCC(=O)N(CCCc3ccccc3)C2)n1 (centres undefined) | -17 | -1.6 | -14 | -4 | -1 | -2 | 1 | -5
COc1ccc(O)c(C(=O)c2cc(C#N)c(=O)n(-c3ccc(Cl)cc3)c2)c1 | -10 | 5.6 | -2 | -23 | -31 | 0 | -6 | -13
O=c1[nH]c(-c2ccccn2)nc2sc(-c3ccccc3)cc12 | 36 | -2.2 | 87* | 25 | . | -20 | 20 | .
CC(C)Nc1nc(-c2ccccc2)nc(-n2ccnc2)n1 | -2 | 1.0 | 2 | -4 | -6 | -1 | 8 | -3
Oc1ccc(CNc2ccccc2)c2cccnc12 | -6 | 5.6 | 12 | 5 | 0 | -6 | 4 | -1
COc1ccc(CC(CC(=O)O)C(=O)NCc2ccccc2)cc1 (centres undefined) | -3 | -2.2 | 5 | -3 | -2 | 0 | -1 | 5
Cc1ccccc1CNC(=O)CCNS(=O)(=O)c1ccc(OC(F)(F)F)cc1 | 2 | 0.8 | -2 | 0 | -4 | 4 | 94* | -1
Cc1ccc(C(=O)Nc2cc(Cl)ccc2-n2cncn2)o1 | -8 | -1.8 | -3 | 5 | -1 | 9 | -3 | 41*
CC(C)=C(NC(=O)c1ccccc1)C(=O)NCc1ccccc1 | -1 | -0.5 | -3 | -7 | -7 | -3 | 3 | -5
CC(=O)Nc1ccc(S(=O)(=O)NC2(C(F)(F)F)N=C(c3ccccc3)NC2=O)cc1 (centres undefined) | 1 | -1.1 | -5 | -5 | -10 | 0 | 0 | -6
Clc1ccc(Br)cc1-c1nc(-c2ccncc2)no1 | -12 | -1.2 | -10 | -11 | -2 | 0 | -31 | 3
CNC(=O)C(=O)NCCc1ccc(Cl)cc1 | 16 | -2.8 | -1 | -7 | 8 | 1 | 5 | 4
COC(=O)C1CCN(CC(=O)Nc2ccc(OC)c(Cl)c2)CC1 | -10 | 0.6 | -5 | -7 | -5 | -1 | -1 | 3
O=C(Cn1cnc2c(nnn2-c2ccccc2)c1=O)N1CCOCC1 | 7 | 0.1 | -4 | -4 | -15 | -5 | -2 | -4
CC(C)N1CCc2c(sc(NC(=O)c3ccc(S(=O)(=O)N4CCOCC4)cc3)c2C(N)=O)C1 | 9 | -1.3 | -9 | 1 | -10 | 0 | -4 | -4
CC(C)NC(=S)Nc1cccc2cnccc12 | -8 | 6.9 | -6 | -7 | 0 | -1 | 4 | -3
CCN(CC)CCCNC(=O)CSc1nc(-c2ccc(F)cc2)cc(C(F)(F)F)n1 | 11 | 1.3 | -11 | 5 | -6 | 2 | 11 | -1
CC(C)c1cc(C(F)(F)F)n2nc(C(=O)Nc3ccc4c(c3)OCO4)cc2n1 | 7 | -1.4 | -13 | 5 | -5 | 1 | -25 | -5
C=C[C@@H](C)N(Cc1ccc(OC)cc1)S(=O)(=O)N(Cc1ccccc1)[C@H](C=C)C(C)C | 22 | 1.1 | 8 | 3 | -5 | 0 | 9 | -1
C/C=C/c1ccc(OCC(=O)OCC2=C(C(=O)OCC)C(C)NC(=O)N2)c(OC)c1 (centres undefined) | 4 | -0.5 | -1 | 0 | -2 | -1 | -2 | 7
COCCNC(=O)c1ccccc1N(Cc1ccccc1)S(=O)(=O)c1ccc(C)cc1 | 0 | 0.6 | 0 | 3 | 3 | -3 | 3 | 2
COc1cccc(N2CCN(C(=O)C3CCCN(c4ncnc5c4nc4n5CCCCC4)C3)CC2)c1 (centres undefined) | -5 | -0.3 | 7 | 2 | -6 | 7 | 16 | -5
COc1cccc(OCc2nnc(SCC(=O)N3c4ccccc4Sc4ccc(Cl)cc43)o2)c1 | -1 | 1.0 | 53* | 9 | -1 | 0 | 14 | 4
O=C(NCc1ccccc1)Nc1cccc2ccccc12 | -7 | -0.4 | 7 | 1 | -2 | 0 | -1 | 0
COc1ccc(Cl)cc1S(=O)(=O)NCc1cccs1 | 13 | 2.2 | -4 | 1 | -1 | -3 | -49 | 1

Arranged by count of non-hydrogen atoms (descending): some entries from above.
SMILES | CCR6 antag | MPTP block | EBI2 block | CXCR6 block | APOBEC3G inh | GRIN3A LBD mod | Gli-Sufu block | A3A deaminase
COc1cccc(N2CCN(C(=O)C3CCCN(c4ncnc5c4nc4n5CCCCC4)C3)CC2)c1 (centres undefined) | -5 | -0.3 | 7 | 2 | -6 | 7 | 16 | -5
C=C[C@@H](C)N(Cc1ccc(OC)cc1)S(=O)(=O)N(Cc1ccccc1)[C@H](C=C)C(C)C | 22 | 1.1 | 8 | 3 | -5 | 0 | 9 | -1
C/C=C/c1ccc(OCC(=O)OCC2=C(C(=O)OCC)C(C)NC(=O)N2)c(OC)c1 (centres undefined) | 4 | -0.5 | -1 | 0 | -2 | -1 | -2 | 7
O=C(NCc1ccccc1)Nc1cccc2ccccc12 | -7 | -0.4 | 7 | 1 | -2 | 0 | -1 | 0

(list continues)
SMILES | CCR6 antag | MPTP block | EBI2 block | CXCR6 block | APOBEC3G inh | GRIN3A LBD mod | Gli-Sufu block | A3A deaminase
Cc1ccc2nc(SCc3nc4ccccc4c(=O)[nH]3)[nH]c2c1 | -10 | -1.0 | 3 | -4 | -9 | -5 | -66 | -3
S=C(NCc1ccco1)Nc1cc(-c2ccccc2)[nH]n1 | 0 | 0.3 | -19 | -3 | 12 | -1 | -14 | 3
Cc1sc2nc(SCC(=O)NCc3ccco3)n(-c3ccccc3)c(=O)c2c1C | 15 | 0.6 | 4 | 0 | 3 | 1 | 7 | -2
c1ccc(CSCc2cn3ccsc3n2)cc1 | 7 | -1.3 | -7 | 1 | 0 | 1 | -65 | 1
CCC1Sc2ccc(S(=O)(=O)CCC(=O)Nc3ccccc3Cl)cc2NC1=O (centres undefined) | 4 | -1.5 | -9 | -5 | -9 | 0 | 51 | -4
NC(=O)c1ccsc1NC(=O)c1ccc(S(=O)(=O)N2CCCC2)cc1 | 5 | -0.7 | 1 | 4 | 1 | -5 | -18 | 3
COC(=O)c1sc2ncccc2c1OCc1ccccc1Cl | 3 | 2.5 | 15 | 5 | -3 | 5 | 3 | -2
Cc1ccc(C(=O)NNC(=O)c2ccc(-n3cncn3)c([N+](=O)[O-])c2)cc1 | 17 | -0.5 | 2 | 2 | -3 | 0 | -5 | -1
O=C(C1CC1)N1CCN(c2ccc(F)cc2)CC1 | 12 | 2.9 | 0 | 1 | 5 | 1 | -3 | -4
COc1cc2[nH]cc(C(=O)NCCc3ccccc3)c(=O)c2cc1OC | 2 | -1.0 | -3 | -6 | -4 | 0 | -3 | 1
CC(NC(=O)CCc1c[nH]c2ccccc12)c1ccccc1 (centres undefined) | 4 | 1.3 | -4 | 0 | -4 | 4 | -5 | 0
COc1ccc(Cl)cc1N(CC(=O)N1CCCCC1)S(C)(=O)=O | -2 | -1.0 | 2 | -3 | -2 | -2 | -2 | 6
O=C(Cn1cnc2cc([N+](=O)[O-])ccc2c1=O)Nc1cccc(S(=O)(=O)N2CCOCC2)c1 | -20 | 0.5 | -6 | -10 | -3 | -5 | 9 | 2
CCn1c(COc2ccc(Cl)cc2)nnc1SCC(=O)Nc1ccc2c(c1)OCO2 | -8 | -2.1 | 9 | 5 | -1 | 2 | 3 | -1
O=C(Nc1cccc(OCC(=O)N2CCOCC2)c1)c1cccc([N+](=O)[O-])c1 | -3 | -1.9 | 8 | 8 | -9 | -1 | 1 | 1
O=C(NC(=S)Nc1cccc(F)c1)c1cccc([N+](=O)[O-])c1 | 35 | 1.3 | 2 | 17 | -9 | -2 | 0 | -4
CCN(CC)S(=O)(=O)c1ccc2[nH]cc(C(=O)NCCCN3CCCCC3C)c(=O)c2c1 (centres undefined) | -9 | -0.9 | 1 | 2 | 6 | 0 | -2 | 4
N#Cc1sc2nc(-c3ccccc3)cc(C(F)(F)F)c2c1N | -4 | 2.9 | -8 | 4 | . | -1 | 27 | .
CC1CCCN(S(=O)(=O)c2csc(C(N)=O)c2)C1 (centres undefined) | -3 | 0.0 | -1 | 4 | -3 | 3 | 8 | -1
CCOC(=O)COc1ccc(CCNC(C)=O)cc1 | -18 | -1.9 | -13 | 1 | -3 | -2 | 0 | -1
O=C(CCS(=O)(=O)c1ccc(Cl)cc1)NC1CCCC1 | -6 | -0.6 | 1 | 8 | -3 | 0 | -1 | -4
CCN(CC(=O)Nc1c(F)cccc1F)C(=O)CN1c2cccc3cccc(c23)S1(=O)=O | -4 | -1.1 | -8 | -15 | 0 | 0 | -7 | 2
CCCNC(=O)CSc1nc2[nH]ncc2c(=O)[nH]1 | 3 | 0.0 | 7 | 6 | -3 | 0 | -14 | -4
CC(C)n1c(C(O)c2ccc3c(c2)OCO3)nc2ccccc21 (centres undefined) | 13 | 0.6 | -1 | 1 | -2 | 0 | -20 | -2
Clc1ccc2[nH]c3c(c2c1)CCc1cn[nH]c1-3 | -52 | 13 | -18 | -4 | 4 | 18* | 6 | -13
C=CCNC(=O)[C@@H]1CSC2c3ccc(OC)c(OC)c3C(=O)N21 (some centres undefined) | 10 | -0.3 | -2 | 3 | -8 | 1 | 7 | 0
COC(=O)C1=C(C)N(C(C)C)C(=O)C1(NC(=O)C1CCCCC1)C(F)(F)F (centres undefined) | -1 | 0.1 | 2 | 3 | -3 | 1 | 4 | -5
O=C(C1CC1)N1CCc2cc(S(=O)(=O)NCC3COc4ccccc4O3)ccc21 (centres undefined) | -5 | 24 | 5 | 0 | -6 | -1 | 6 | -5
Cc1nc2c(C)cccn2c1/C(O)=C1\C(=O)C(=O)N(CCN(C)C)C1c1ccncc1 (centres undefined) | -12 | 1.0 | 2 | -3 | -5 | -1 | -5 | -2
C=CCOC(=O)C1=C[C@@H](C2CCCCC2)C[C@@H](OCc2ccc(CO)cc2)O1 | 12 | -1.0 | -19 | 12 | 1 | -3 | 3 | 2
CC(OC(=O)COc1ccccc1[N+](=O)[O-])C(=O)Nc1ccc(N2CCOCC2)cc1 (centres undefined) | 7 | -0.5 | 2 | 2 | -9 | 0 | 5 | -2
Cc1nc(CCN2C(=O)c3ccccc3C2=O)cs1 | -6 | 0.5 | 15 | -2 | -11 | 1 | 5 | -3
Cc1ccc(NC(=O)Nc2cccc(F)c2)nc1 | 3 | 0.0 | -1 | 0 | -8 | 21* | -50 | -3
COc1ccc(CCNC(=O)c2ccc(=O)[nH]n2)cc1OC | 13 | 0.7 | 4 | 6 | -5 | -5 | 10 | -1
